EPAC1 agonist – agonists of human EPAC1; O95398; EPAC1 agonist qHTS, biochemical assay; response scale: 100% = response to 6.5 mM cAMP; Potency, µM (highest dose often 154 µM), inactives show top-dose activation, hits mostly activators; 360,000 compounds, 0.073% hits; AID 720707; note: potency is the fitted concentration of half-maximal effect; nearly all actives have a fitted effect of over 60% in size
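Fluorescent GDP-exchange assay: 100 nM EPAC1 with 250 nM Rap1B preloaded with BODIPY-GDP and 50 uM GDP; compounds tested as concentration series, 5 min at room temperature, then read every 5 min for 30 min (ex 480/em 540 nm); normalized to 6.5 mM cAMP.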
PI5P4K alpha inh – inhibitors of human PI5P4K alpha; PI5P4Kalpha enzyme, ADP-Glo luminescence, 60 min; stronger effect = lower value; max response, %; 330,000 compounds, 1.2% hits; AID 652105; active = max response of -50% or lower; inconclusive = between -30% and -50%; inactive = -30% or higher; note: value at the top dose of about 77 µM; % is set by controls: 0 for no effect and ±100 for the full control effect
Target sequence (P48426 whole entry, looked up): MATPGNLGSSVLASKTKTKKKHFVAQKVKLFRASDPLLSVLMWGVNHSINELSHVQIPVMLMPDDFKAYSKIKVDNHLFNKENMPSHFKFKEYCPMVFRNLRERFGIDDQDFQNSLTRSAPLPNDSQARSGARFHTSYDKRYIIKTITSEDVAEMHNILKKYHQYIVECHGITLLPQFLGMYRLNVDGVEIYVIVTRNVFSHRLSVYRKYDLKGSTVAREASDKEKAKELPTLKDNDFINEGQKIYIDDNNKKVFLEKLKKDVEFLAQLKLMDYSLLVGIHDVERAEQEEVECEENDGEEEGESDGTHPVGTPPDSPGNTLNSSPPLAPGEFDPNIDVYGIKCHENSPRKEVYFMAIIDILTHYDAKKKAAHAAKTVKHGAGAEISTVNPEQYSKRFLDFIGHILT
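PI5P4Kalpha ADP-Glo assay; 5 microM ATP final; 60 min RT reaction; HEPES pH 7.4/EGTA/CHAPS, 5% DMSO; controls lacking substrate or enzyme; luminescent end-point.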
WRN inhibitor – blocks human WRN helicase | Q14191 | WRN helicase unwinding, fluorescent forked duplex, kinetic | Potency, µM (series often up to 114 µM), inactives show at the top dose activity change, negative = inhibition, most hits filed as inhibitors | 360,000 compounds, 0.46% hits | AID 651768; note: potency is the fitted concentration of half-maximal effect; % is set by controls: 0 for no effect and ±100 for the full control effect; nearly all actives have a fitted effect of over 55% in size
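WRN at 20 nM final preincubated with compound 15 min at room temperature; reaction started with 100 nM fluorophore/quencher forked duplex oligonucleotide and 2 mM ATP final. Unwinding followed kinetically by red fluorescence (ex 525, em 598 nm).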
EPAC1 antag – antagonists of human EPAC1. O95398. EPAC1 GEF assay, Rap1b-BODIPY-GDP exchange fluorescence. Potency, µM (series often up to 115 µM), inactives show top-dose activity change, negative = inhibition, usual class: inhibitors. 360,000 compounds, 0.14% hits;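 note: potency is the fitted concentration of half-maximal effect; plate controls were vehicle for no effect and positive control for full effect; nearly all actives have a fitted effect of over 50% in size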
EPAC2 ag – agonists of human EPAC2 (RAPGEF4); Q8WZA2; EPAC2 activation, biochemical qHTS; response scale: 100% = 6.5 mM cAMP response; Potency, µM (highest dose often 154 µM), without a hit: at the highest dose activation, most hits filed as activators; 360,000 compounds, 0.079% hits; AID 720711; note: potency is the fitted concentration of half-maximal effect; nearly all actives have a fitted effect of over 50% in size
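Fluorescence exchange assay: 100 nM EPAC2 with 250 nM RAP1B-BODIPY-GDP and 50 uM GDP; compounds tested as a concentration-titration series (qHTS). Loss of Rap1-bound BODIPY-GDP fluorescence read at 480/540 nm; data normalized to 6.5 mM cAMP.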
CCT chaperon mod – cytosolic chaperonin activity modulation; purified chaperonin ATPase assay, HTRF ADP detection, 30 min; activity change, % (test concentration not listed), hits read low; 360,000 compounds, 0.3% hits; in the data active = activity change below about -30%; note: % is set by controls: 0 for no effect and ±100 for the full control effect
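TRiC (40 or 20 nM final, by batch activity) in 30 mM Tris pH 7.4, 100 mM KCl, 5 mM MgCl2, 1 mM DTT was treated with compound at 76 uM single dose, then 10 uM ATP, 30 min at 37 °C. ADP was read by HTRF Transcreener.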
IL-2 act – activators of IL-2; IL-2 activation reporter assay, cell-based qHTS; stimulated with anti-CD3/CD4/CD28 beads; in transgenic mouse T cells; activation, % (series mostly up to about 46 µM); 360,000 compounds, 0.065% hits; AID 652025; in the data active = activation above about 50%; inconclusive = mostly about 30% to 49%; note: 0% is about no effect
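Readout is EGFP and DsRed signal by fluorescent plate cytometry after 18 h at 37 degrees C. Transgenic mouse T cells (750/well) received compound for 60 min before bead stimulation (anti-CD3, anti-CD4, anti-CD28); memory T cells served as non-tolerant control.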
PLK1 PBD block – PLK1 (human) polo-box domain binding inhibition; Potency, µM, without a hit: max response, negative = inhibition, most hits filed as inhibitors; P53350; AID 720504; 360,000 compounds, 2.8% hits; Plk1 PBD binding of FITC phosphopeptide, fluorescence polarization; note: potency is the fitted concentration of half-maximal effect; series mostly up to about 57 µM; % is set by controls: 0 for no effect and ±100 for the full control effect; nearly all actives have a fitted effect of over 65% in size
Target sequence (P53350 whole entry, looked up, the tested form may be a part): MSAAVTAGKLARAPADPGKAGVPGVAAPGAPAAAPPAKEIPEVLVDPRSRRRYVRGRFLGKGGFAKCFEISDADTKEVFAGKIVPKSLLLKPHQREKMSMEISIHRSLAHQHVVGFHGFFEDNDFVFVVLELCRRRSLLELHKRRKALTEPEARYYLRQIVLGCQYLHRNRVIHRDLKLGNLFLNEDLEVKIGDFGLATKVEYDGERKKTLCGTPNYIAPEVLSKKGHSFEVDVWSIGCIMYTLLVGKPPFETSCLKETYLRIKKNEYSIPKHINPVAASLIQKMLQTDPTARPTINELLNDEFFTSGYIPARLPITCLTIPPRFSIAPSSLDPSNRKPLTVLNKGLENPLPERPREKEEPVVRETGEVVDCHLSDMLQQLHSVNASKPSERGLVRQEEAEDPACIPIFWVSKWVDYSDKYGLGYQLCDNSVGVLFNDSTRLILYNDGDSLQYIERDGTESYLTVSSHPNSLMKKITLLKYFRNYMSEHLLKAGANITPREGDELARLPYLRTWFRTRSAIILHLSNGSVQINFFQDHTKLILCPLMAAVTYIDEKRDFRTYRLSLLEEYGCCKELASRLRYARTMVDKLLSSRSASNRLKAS
The depositor's hits bear a star; ? = inconclusive; . = not tested or not shown; [ ] = dose if it differs, or a comment. Unless noted, calls come from the whole dose curve; as a rule, active = well fitted curve in the direction sought with a large enough effect; inconclusive = small, poorly fitted or top-dose-only effect, or another doubt; inactive = no such curve, though single readings can be large; an effect the other way counts as inactive or inconclusive. Not all compounds are listed; the hit share may differ from the screen's.

SMILES	EPAC1 agonist	PI5P4K alpha inh	WRN inhibitor	EPAC1 antag	EPAC2 ag	CCT chaperon mod	IL-2 act	PLK1 PBD block
CN(C)CCCC1Sc2ccccc2Sc2ccccc21 (centres undefined)	12%	3	-26%	-19%	5%	1.4	-0.8	-5%
COc1ccc(NC(=O)CS(=O)CC(=O)N2CCN(C3CCCC3)CC2)cc1 (centres undefined)	-1%	-3	-16%	-6%	3%	-0.4	0.0	-7%
CC1CC(C)CN(S(=O)(=O)c2cc3c4c(c2)C(C)C(=O)N4CCC3)C1 (centres undefined)	-3%	2	8%	-4%	-7%	-1.8	-2.3	-6%
COc1ccccc1/C=N\Nc1cn[nH]c(=O)c1Cl	0%	-2	-15%	-1%	-2%	-1.8	0.9	3%
Cc1cccc(OCCCC(=O)NCC(=O)Nc2cccc(C)c2C)c1	-7%	-11	1%[57.1 µM]	-21%	1%	2.9	2.4	4%
Cc1ccc(NC(=O)c2ncn(CCCN3CCN(Cc4cccc5ccccc45)CC3)n2)cc1C	-3%	36	-3%	3%	7%	-0.1	0.8	-11%
Cn1cccc1C(=O)NNC(=O)COc1ccccc1Cl	14%	0	4%	3%	10%	-4.5	3.6	-5%
O=C(COC(=O)C1=Cc2ccccc2OC1)NCc1ccccc1	0%	-2	-12%	-4%	-2%	0.3	-1.1	0%
O=C(O)c1ccccc1CSc1ncccc1C(=O)O	15%	-10	-10%	-24%	-5%	2.7	-0.1	-8%
Cc1cccc(-c2noc(-c3ccc4c(c3)OCO4)n2)c1	7%	31	-7%	10%	9%	-6.7	1.2	3%
CC(=O)c1cccc(NC(=O)N2CC(C)OC(C)C2)c1 (centres undefined)	-6%	5	3%	13%	-3%	0.3	-2.0	1%
Cc1ccc(-c2csc3ncn(-n4c(C)ccc4C)c(=O)c23)o1	-1%	?	-16%	7%	7%	0.7	0.8	?

Entries of single compounds as entered above. Values in the order: EPAC1 agonist, PI5P4K alpha inh, WRN inhibitor, EPAC1 antag, EPAC2 ag, CCT chaperon mod, IL-2 act, PLK1 PBD block
CC(=O)c1cccc(NC(=O)N2CC(C)OC(C)C2)c1 (centres undefined) is entered as -6%, 5, 3%, 13%, -3%, 0.3, -2.0, 1%
Cc1cccc(-c2noc(-c3ccc4c(c3)OCO4)n2)c1 is entered as 7%, 31, -7%, 10%, 9%, -6.7, 1.2, 3%
COc1ccc(NC(=O)CS(=O)CC(=O)N2CCN(C3CCCC3)CC2)cc1 (centres undefined) is entered as -1%, -3, -16%, -6%, 3%, -0.4, 0.0, -7%
CN(C)CCCC1Sc2ccccc2Sc2ccccc21 (centres undefined) is entered as 12%, 3, -26%, -19%, 5%, 1.4, -0.8, -5%
O=C(O)c1ccccc1CSc1ncccc1C(=O)O is entered as 15%, -10, -10%, -24%, -5%, 2.7, -0.1, -8%

Next entries follow.
SMILES	EPAC1 agonist	PI5P4K alpha inh	WRN inhibitor	EPAC1 antag	EPAC2 ag	CCT chaperon mod	IL-2 act	PLK1 PBD block
CCc1cc(Br)ccc1NC(=O)C1CCCO1 (centres undefined)	-1%	.	8%	6%	8%	-1.1	-3.3	1%
Cc1ccc(C)c(NC(=O)COC(=O)CCNC(=O)c2ccco2)c1	11%	4	-7%	1%	2%	1.0	4.8	-2%
CCOc1ccc(-n2c(=O)c3c4c(sc3n(CC(=O)NCCCOC)c2=O)CCCCC4)cc1	2%	7	-1%	-25%	-4%	-0.7	-1.2	1%
O=C(COc1cccc([N+](=O)[O-])c1)NN1C(=O)c2ccccc2C1=O	1%	-4	-13%	2%	7%	1.5	1.1	-4%
O=C(CC1SCCNC1=O)Nc1cc(Cl)cc(Cl)c1 (centres undefined)	-10%	-1	1%	-5%	11%	0.3	0.0	-4%
O=C(Nc1ccc2c(c1)OCCO2)C1c2ccccc2OCC(=O)N1CCc1c[nH]c2ccccc12 (centres undefined)	4%	-20	0%	-11%	-1%	-1.0	-0.3	1%
Cc1ccccc1-c1cnc(C(O)c2ccc(-c3ccccc3)cc2)[nH]1 (centres undefined)	-7%	-1	-9%	-20%	19%	-12	-0.1	-7%
CCCC(C)(C)C(=O)N1CCC1(C)C(=O)NS(=O)(=O)c1cccc(Cl)c1 (centres undefined)	-16%	4	5%	13%	2%	-0.2	0.1	-5%
COc1ccc(-c2cc(C(=O)Nc3c(Cl)cc(Cl)cc3Cl)c3ccccc3n2)cc1OC	-3%	3	-3%	5%	-2%	-1.5	-3.9	-3%
COCCNC(=O)C1CCCN(Cc2ccc(C#N)cc2)CC1 (centres undefined)	-20%	3	0%[57.1 µM]	14%	-3%	2.4	-0.2	-5%
Cc1ccc(SC(=O)COc2ccc(C)c(C)c2)cc1	2%	16	-35%	-1%	-2%	1.0	-2.4	?
O=S(=O)(Nc1nc2ccccc2nc1Cl)c1cccc(C(F)(F)F)c1	-13%	-1	-17%	?	8%	-2.7	0.2	-22%
COc1ccc(SCCN2CC[C@@H](C(C)(C)C)CCC2=O)cc1	-2%	0	-1%	-9%	8%	-2.6	0.0	-29%
O=C1CC2(CCCC2)Oc2ccc(Cl)cc21	-15%	0	4%	-1%	4%	-3.7	0.7	3%
O=C(COC(=O)CNC(=O)c1ccco1)NCCN1C(=O)CSC1=O	7%	.	5%	-13%	2%	-0.5	0.2	-6%
CCc1noc(C)c1C(=O)Nc1nc(-c2ccc(NC(C)=O)cc2)cs1	0%	0	-7%	6%	-5%	-3.8	-1.4	-4%
CC(C)Nc1nc(NC(C)(C)C)nc(Oc2ccc(=O)n(-c3ccccc3)n2)n1	-12%	6	2%	4%	12%	-2.0	0.4	-6%
COc1ccc(C(=O)N/C(=C\c2cn(C)c3ccccc23)C(=O)NCCN2CCOCC2)cc1OC	3%	0	-4%	-4%	1%	0.5	-0.1	0%
O=C(NCCN1CCOCC1)c1ccc(Cl)c(S(=O)(=O)N2CCCCC2)c1	1%	0	-21%	-6%	1%	1.4	-1.6	-5%
O=C(c1ccccn1)N(Cc1cc2ccccc2[nH]c1=O)C1CCCCC1	-5%	3	-1%	8%	1%	0.0	-5.0	0%
CCCN(C(=O)c1ccc(-n2cncn2)c([N+](=O)[O-])c1)C1CCS(=O)(=O)C1 (centres undefined)	-7%	1	-1%	-15%	8%	-3.2	0.6	-11%
CC1(C)Cc2c(sc(NC(=O)c3ccc(S(=O)(=O)N4CCCCCC4)cc3)c2C(N)=O)C(C)(C)N1	-1%	9	-21%	7%	-6%	-0.4	-0.9	-3%
CCN1C(=O)[C@@H]2[C@@H](c3ccc(-c4ccc(C(C)=O)cc4)c(OC)c3)N3CCC[C@@]3(C(=O)OC)[C@@H]2C1=O	8%	-1	1%	-10%	3%	0.3	0.3	-2%
CCOC(=O)N1CCC(N2CCCC(C(=O)c3cccc(OC)c3)C2)CC1 (centres undefined)	-5%	17	6%	25%	2%	1.3	-1.4	-9%
CCN(CCO)c1nc(SC)nc2c1sc1nc(-c3ccco3)c3c(c12)CCC3	10%	20	-13%	-16%	12%	-2.4	0.0	?
O=C(O)c1ccc(COc2ccccc2/C=C2/NC(=O)N(c3cccc(Cl)c3)C2=O)cc1	89µM*	-50*	?	?	20%	-1.9	-3.1	-21%
CC[C@@]1(O)C(=O)OCc2c1cc1n(c2=O)Cc2cc3c(CN(C)C)c(O)ccc3nc2-1	?	-1	-7%[11.6 µM]	8%	?	0.6	0.8	6µM*
O=C(Nc1ccc(N2CCCC2)cc1)c1ccc(Br)cc1	-3%	?	-16%	-10%	1%	-0.1	1.5	-3%
CSc1nc2c(c(=O)[nH]1)C(c1ccccc1Cl)CC(=O)N2 (centres undefined)	8%	2	-3%	-15%	1%	-5.6	-0.6	-12%
O=C(O)CCN1C(=O)CC2(CCCCC2)C1=O	-5%	-5	7%	2%	12%	1.3	0.3	-5%
Cn1cc(/C=N/NC(N)=S)c2ccccc21	8%	3	-9%	-25%	1%	-2.4	-1.7	-6%
CSc1nnc2c(n1)OC(C)N(C(=O)c1ccccc1)c1ccccc1-2 (centres undefined)	10%	3	9%	-5%	6%	-8.8	-1.6	-18%
CCn1c(C)cc(/C=C2\SC(=O)N(CC(=O)Nc3ccc(C)c(C)c3)C2=O)c1C	0%	-6	5%	5%	-13%	-1.9	1.6	-12%
Cc1ccc(-n2c(-c3ccncc3)n[nH]c2=S)c(C)c1	16%	-13	-5%	-13%	5%	1.8	0.1	-10%
O=C1NC(=S)N/C1=C\C=C\c1ccccc1	2%	-4	6%	-15%	-5%	-0.2	-0.4	-1%
CN(C)c1ccc(/C=C2\SC(=O)N(CCc3nnc(N)s3)C2=O)cc1	4%	?	-12%	-16%	-3%	1.3	6.0	9%
CC1CCCCN1C(=O)CN1CCC(c2nc3ccc(Cl)cc3[nH]2)CC1 (centres undefined)	-20%	-5	6%	-19%	0%	-0.3	-0.7	-4%
O=C(COC(=O)c1ccccc1O)NC1CCCc2ccccc21 (centres undefined)	5%	-1	3%	0%	1%	-1.5	0.8	0%
CC1CCN(C(=O)CSc2nc3c(cnn3-c3ccccc3)c(=O)[nH]2)CC1	-3%	-4	2%	-15%	2%	-0.3	1.1	2%
O=C(CCN1C(=O)C2C3C=CC(C3)C2C1=O)Nc1ccc2c(c1)OCO2 (centres undefined)	-8%	-10	6%	16%	10%	1.6	-2.6	?
CCCS(=O)(=O)N1CCCC(C(=O)N2CCC(Cc3ccccc3)CC2)C1 (centres undefined)	3%	4	2%	-8%	9%	-1.4	-0.5	-2%
CC1(C)Cc2c(C#N)c(N)sc(=S)c2CS1	23%	?	?	-6%	11%	-5.7	0.0	8.4µM*
CCOc1ccc(C(O)c2nccn2C)cc1 (centres undefined)	4%	8	0%	-14%	4%	2.5	-0.9	-1%
C/C(=N/OC(=O)C1CC12CCC2)c1ccc(Br)cc1 (centres undefined)	15%	8	-6%[57.1 µM]	0%	7%	0.6	3.1	-8%
CCn1c(C(=O)NCCCc2ccccc2)cc2sccc21	2%	24	-14%	-10%	8%	-2.0	-0.2	-5%
O=C(CSCc1c(Cl)cccc1Cl)NCc1ccccn1	0%	5	-1%	10%	7%	-1.0	0.0	-9%
COc1cc(/C=C/CNC[C@H]2O[C@@H](n3ccc(N)nc3=O)[C@H](O)[C@@H]2O)ccc1O	5%	5	-9%	-12%	12%	-2.0	-1.6	-20%
C[C@H](NC(=O)CCCn1nnc2ccccc2c1=O)C(=O)O	0%	2	1%	25%	5%	-1.9	-1.4	5%

Compound activity (PubChem)
